High-throughput results deposited in PubChem BioAssay by National Center for Advancing Translational Sciences (NCATS).
GLA spleen mod – qHTS Assay for Inhibitors and Activators of Human alpha-Galactosidase From Spleen Homogenate; Alpha-galactosidase A (Homo sapiens), P06280; human spleen homogenate, 4MU-alpha-Gal fluorescence, 40 min; Potency, µM (series often up to 80 µM), inactives show at the top dose activity change, negative = inhibition, usual class: inhibitors; 240,000 compounds, 0.008% hits;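 further: 0% = enzyme with vehicle and -100% = no enzyme basal signal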
Target sequence (P06280 32-429 limits assumed): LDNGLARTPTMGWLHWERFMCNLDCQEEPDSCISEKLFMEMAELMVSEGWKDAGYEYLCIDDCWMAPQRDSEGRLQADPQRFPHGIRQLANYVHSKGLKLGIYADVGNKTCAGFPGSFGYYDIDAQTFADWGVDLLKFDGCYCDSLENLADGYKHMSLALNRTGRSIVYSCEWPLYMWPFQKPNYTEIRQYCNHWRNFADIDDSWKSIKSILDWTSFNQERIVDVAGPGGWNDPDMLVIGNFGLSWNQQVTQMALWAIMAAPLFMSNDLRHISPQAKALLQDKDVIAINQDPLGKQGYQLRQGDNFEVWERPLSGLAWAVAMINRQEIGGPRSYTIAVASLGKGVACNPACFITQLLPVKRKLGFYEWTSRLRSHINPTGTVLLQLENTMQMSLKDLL
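qHTS titration in buffer at pH 5.0. Alpha-galactosidase activity in spleen homogenate was measured via 4-methylumbelliferone release from 1 mM fluorogenic substrate after 40 min at 37C and a pH 10 stop. AC50 came from Hill fits of control-normalized data.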
GAA spleen mod – qHTS Assay for Inhibitors and Activators of Human alpha-Glucosidase From Spleen Homogenate; 240,000 compounds, 0.006% hits; human spleen homogenate, 4-MU-alpha-glucoside fluorescence; Potency, µM (top dose mostly 79.9 µM), for inactives: at the top dose activity change, negative = inhibition, usual class: inhibitors; AID 2112, 2009;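 further: 0% = enzyme with vehicle and -100% = no enzyme basal signal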
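AC50 values come from Hill-equation fits of concentration-response data, normalized to no-enzyme and full-activity controls. Enzyme source: 1 ug human spleen homogenate; 1 mM fluorogenic 4-MU glucoside, pH 5.0 citrate buffer, 37 C, 40 min.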
Tau fibril FP – qHTS for Inhibitors of Tau Fibril Formation, Fluorescence Polarization. Potency, µM (series often up to 57.7 µM), inactives show at the highest dose activity, negative = inhibition, actives largely listed as inhibitors. Microtubule-associated protein tau (Homo sapiens), P10636. K18 P301L tau heparin fibrillization, Alexa594 FP, 6 h. AID 1468, 2008. 280,000 compounds, 0.39% hits; further: on the % scale 0 is the no-effect control and ±100 the full control effect; nearly all actives have a fitted effect of over 55% in size
Target sequence (P10636 561-689 P618L limits assumed): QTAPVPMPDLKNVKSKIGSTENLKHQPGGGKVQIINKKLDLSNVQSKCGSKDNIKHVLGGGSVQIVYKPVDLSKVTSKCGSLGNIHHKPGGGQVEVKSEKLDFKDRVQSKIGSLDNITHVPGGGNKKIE
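Recombinant K18 P301L […], labeled with Alexa 594 at 0.24 uM over 15 uM unlabeled; heparin inducer 20 uM final; 37 C, 6 hr; FP endpoint.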
GAA glycogen mod – qHTS Assay for Inhibitors and Activators of Human alpha-Glucosidase Cleavage of Glycogen; 300,000 compounds, 0.38% hits; recombinant GAA, glycogen substrate, Amplex Red glucose oxidase fluorescence; Lysosomal alpha-glucosidase (Homo sapiens), P10253; AID 2100, 2009; Potency, µM (series often up to 76.4 µM), for inactives: top-dose activity change, negative = inhibition, usual class: inhibitors;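 further: 0% = full enzyme reaction and -100% = no-enzyme basal signal; the screen sought inhibitors and activators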
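Recombinant enzyme (4 nM final) with compounds titrated up to 77 uM and bovine liver glycogen (30 ug) in citrate pH 5.0, 0.01% Tween-20, 37 C 40 min. Released glucose detected by Amplex Red/glucose oxidase (Ex 573/Em 610); AC50 from Hill fits.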
Tau fluor counter – Counterscreen qHTS for Inhibitors of Tau Fibril Formation, Fluorescence Polarization | tau K18 P301L Alexa594 fluorescence, heparin fibrillization | Potency, µM (top dose mostly 57.7 µM), without a hit: at the top dose activity change, negative = decrease | AID 1463, 2008 | 280,000 compounds, 0.93% hits; further: on the % scale 0 is the no-effect control and ±100 the full control effect; nearly all actives have a fitted effect of over 55% in size
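Human K18 P301L tau (15 uM unlabeled plus 0.24 uM Alexa 594-labeled, final) in 100 mM sodium acetate pH 7 was mixed with compound and 20 uM heparin and incubated 6 hr at 37 C.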
GAA inh – qHTS Assay for Inhibitors of Human alpha-Glucosidase as a Potential Chaperone Treatment of Pompe Disease; Lysosomal alpha-glucosidase (Homo sapiens), P10253; purified human GAA, 4-MU-alpha-glucoside fluorescence; Potency, µM (titrated, usually from 76.9 µM), for inactives: at the highest dose activity change, negative = inhibition, usual class: inhibitors; 200,000 compounds, 0.005% hits;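 further: plate controls were uninhibited enzyme wells for no effect and no-enzyme background for full effect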
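Read-out is 4-methylumbelliferone fluorescence (Ex 365/Em 440 nm) after NaOH/glycine stop at pH 10. Enzyme 4 nM, substrate 400 uM, pH 5.0 citrate buffer, 20 min room temperature; AC50 from Hill-equation concentration-response.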
HTT cytoprotect – qHTS Multiplex Assay to Identify Dual Action Probes in a Cell Model of Huntington: Cytoprotection (ATP); PC12 HTT-Q103 induced, cytoprotection, ATP luminescence, 40 h; Potency, µM (top dose mostly 56.4 µM), inactives show cytoprotection (ATP increase), usual class: activators; 230,000 compounds, 0.14% hits; AID 1471, 2008;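 further: % of control where 0% means no effect; nearly all actives have a fitted effect of over 45% in size; toxic huntingtin expression switched on by the ecdysone agonist tebufenozide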
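Compounds added alongside 100 nM tebufenozide, which induces toxic Q103 huntingtin exon 1-GFP in stable PC12 cells; surviving cells quantified by luminescent ATP measurement. Medium: phenol red-free DMEM, 5% equine and 5% calf serum.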
Tau fibril ThT – qHTS for Inhibitors of Tau Fibril Formation, Thioflavin T Binding; 270,000 compounds, 2.1% hits; Microtubule-associated protein tau (Homo sapiens), P10636; Potency, µM (highest dose often 57.4 µM), for inactives: at the highest dose activity, negative = inhibition, most hits filed as inhibitors; recombinant tau K18 P301L (four-repeat tau fragment), heparin-induced fibrillization, ThT fluorescence; further: on the % scale 0 is the no-effect control and ±100 the full control effect; nearly all actives have a fitted effect of over 55% in size
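Heparin-induced fibrillization of the P301L-mutant K18 repeat-domain fragment of human tau was followed by ThT binding in quantitative high-throughput format.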
An asterisk follows results filed as active; ? = inconclusive; nt = not tested or not shown; & = joins results of further samples; [ ] = another dose, or the depositor's remark. The call rests on the fitted dose curve; in most records, active means well fitted curve in the direction sought with a large enough effect; inconclusive means small, poorly fitted or top-dose-only effect, or another doubt; inactive means no such curve, though single readings can be large; an effect the other way counts as inactive or inconclusive. Potency means the concentration at half of the fitted maximal effect.

Molecule,GLA spleen mod,GAA spleen mod,Tau fibril FP,GAA glycogen mod,Tau fluor counter,GAA inh,HTT cytoprotect,Tau fibril ThT
COc1cccc2cc(C(=O)N3CCN(C45CC6CC(CC(C6)C4)C5)CC3)c(=O)oc12,-8%,-17%,-1%,0%,-2%,-5%,-11%[10 µM],1%
O=S(=O)(Nc1ccc2c(c1)nc1n2CCN(Cc2ccccc2)C1)c1ccc(Cl)cc1,3%,-1%,-3%,-11%,-19%,-15%,-25%,?
CC(C)n1nnnc1-c1cc(Cl)cc(Cl)c1,-17%,-6%,-1%,-5%,1%,-3%,13%,2%
O=C(NCc1ccccc1Cl)c1nnc(Cc2cccc(F)c2)o1,nt,nt,-12%,-7%[76.3 µM],?,nt,nt,-16%
O=C(CCn1cnc2ccccc21)N/N=C/c1ccc(O)cc1,6%,10%,10%,0%,2%,2%,12%[10 µM],-6%
COc1ccc2c(c1)CCc1c(C(=O)Nc3c(C)nn(Cc4ccccc4)c3C)noc1-2,13%,7%,-7%&-3%,-7%[76.3 µM],9%&-1%,1%,-15%,-12%&-18%
Cc1nnc(SCCn2c(N3CC(C)CC(C)C3)nc3c2c(=O)n(C)c(=O)n3C)s1 (stereo not drawn),-4%,-11%,0%,2%,-12%,4%,12%[10 µM],-14%
C=CCn1c(SCC(=O)N2CCN(c3ccc(F)cc3)CC2)nnc1-c1ccco1,-4%,-23%,14%,-4%,-14%,0%,2%[10 µM],?
Cc1ccc(COc2ccsc2C(=O)NNC(N)=S)cc1,5%,-1%,-4%,-2%,-8%,-1%,-16%,-11%
O=C(c1ccc2c3c(cccc13)CC2)C1CCCN(Cc2ccccn2)C1 (stereo not drawn),1%,-6%,-1%,-4%,-25%,-5%,17%[10 µM],?
Cc1c(N=Cc2ccc(O)c(Br)c2)cccc1[N+](=O)[O-],-6%,-1%,-1%,4%,4%,-1%,nt,10%
CCC1=NN2C(=N)/C(=C\c3ccc(OCc4cc(=O)n5nc(CC)sc5n4)c(OC)c3)C(=O)N=C2S1,2%,-7%,-11%,17%,-22%,-5%,5%[10 µM],11µM*

By substructure: the entries above containing an aryl thioether with sulfur outside any ring
Molecule,GLA spleen mod,GAA spleen mod,Tau fibril FP,GAA glycogen mod,Tau fluor counter,GAA inh,HTT cytoprotect,Tau fibril ThT
Cc1nnc(SCCn2c(N3CC(C)CC(C)C3)nc3c2c(=O)n(C)c(=O)n3C)s1 (stereo not drawn),-4%,-11%,0%,2%,-12%,4%,12%[10 µM],-14%
C=CCn1c(SCC(=O)N2CCN(c3ccc(F)cc3)CC2)nnc1-c1ccco1,-4%,-23%,14%,-4%,-14%,0%,2%[10 µM],?

Next structures:
Molecule,GLA spleen mod,GAA spleen mod,Tau fibril FP,GAA glycogen mod,Tau fluor counter,GAA inh,HTT cytoprotect,Tau fibril ThT
CCCCOC(=O)n1c(=O)oc2cc(S(=O)(=O)N3CCCCC3)ccc21,7%,-6%,5%,-8%,-5%,0%,-24%[0.074 µM],-3%
COCCCNc1nc2nonc2nc1NCCSC,1%,-16%,2%,-3%,-3%,nt,21%[10 µM],nt
COc1cc2c(=O)c(C(=O)c3ccc(C)c(C)c3)cn(Cc3ccc(F)cc3)c2cc1OC,nt,nt,-2%,17%[76.3 µM],-16%,nt,nt,?
CCOc1ccc(C(=O)Nc2cccc(NC(=O)c3ccc(C(C)(C)C)cc3)c2)cc1Br,nt,nt,?,7%[76.3 µM],-20%,nt,nt,?
COC(=O)CCN(C(=O)c1ccc(N2CCCCC2)c([N+](=O)[O-])c1)c1ccccn1,-2%,-11%,-3%,17%,-9%,0%,-24%,?
CN(C)/N=C/c1ccc(Sc2ccccc2[N+](=O)[O-])o1,1%,-9%,4%,-14%,?,6%,-5%[10 µM],?
COc1ccc(Cl)cc1NC(=O)CSc1nc2ccccc2nc1N1CCCCC1,nt,nt,-11%,-5%[76.3 µM],?,nt,nt,?
COc1ccc(N(C(=O)c2ccc(Cl)cc2)C2=CC3CCC(C2)N3C)cc1 (stereo not drawn),-4%,-9%,-1%,1%,-4%,-5%,0%,-5%
O=C(Cn1ncc2c([nH]c3ccccc32)c1=O)Nc1cc(F)ccc1F,nt,nt,?,-3%[76.3 µM],5%,nt,nt,?
Cn1nc(C(=O)NCc2ccccc2)c2c1-c1ccccc1S(=O)(=O)C2,nt,nt,-3%,?,-16%,nt,nt,14%
CN(C)S(=O)(=O)c1cc(S(=O)(=O)N(C)C)c(Cl)cc1N,5%,3%,-1%,5%,8%,-3%,0%,3%
OC(CNCC1CCCO1)Cn1c2ccc(Cl)cc2c2cc(Cl)ccc21 (stereo not drawn),4%,-14%,?,-6%,?,-8%,-79%[inhibitor],?

Other compounds:
Molecule,GLA spleen mod,GAA spleen mod,Tau fibril FP,GAA glycogen mod,Tau fluor counter,GAA inh,HTT cytoprotect,Tau fibril ThT
CCOC(=O)c1cccc(NC(=O)c2oc3c(c2C)-c2nn(CC)cc2CC3)c1,nt,nt,6%,-9%[76.3 µM],?,nt,nt,-8%
COc1ccc(CCNC2CC(=O)N(CCc3ccc(OC)c(OC)c3)C2=O)cc1 (stereo not drawn),4%,-3%,-5%,8%,-1%,3%,-10%,-11%
O=[n+]1cc(-c2cc3ccccc3o2)n([O-])c2c1CCCC2,5%,2%,-5%,5%,-2%,-2%,-27%,-16%
Cc1cc(/C=N\O)c(C)n1-c1ccncc1,11%,-4%,2%,2%,-2%,-4%,15%,-10%
O=C1C2C3C=CC(CC3)C2C(=O)N1c1ccccc1[N+](=O)[O-] (stereo not drawn),-5%,-5%,-4%,3%,-11%,2%,-120%[inhibitor],-7%
CSc1ccc(/C=N/N2CCN(Cc3ccccc3)CC2)cc1,8%,8%,12%,-16%,?,6%,7%[10 µM],?
O/N=C\c1ccc(-c2ccccc2)o1,-27%,3%,6%,0%,9%,0%,-19%[10 µM],-3%
NC(N)=N/N=C/c1ccc(OCc2ccc(Cl)cc2Cl)cc1,4%,2%,-4%,-4%,-27%,-5%,-8%,-6%
CCc1c(C)c2ccc(O)c(CN3CCN(c4ccc(OC)cc4)CC3)c2oc1=O,nt,nt,4%,18%[76.3 µM],-4%,nt,nt,-4%
Cn1c(SCC(=O)Nc2nccs2)nnc1C12CC3CC(CC(C3)C1)C2,1%,-19%,-7%,1%,4%,1%,3%[10 µM],-1%
COc1ccccc1/C=N/NC(=O)c1ccc(CN2C(=O)c3cccc4cccc2c34)cc1,2%,-3%,?,-6%,-19%,nt,0%[10 µM],-4%
O=[N+]([O-])c1cccc(-c2nnc(SCc3cccnc3)o2)c1,-4%,-1%,0%,14%,-12%,6%,7%[10 µM],-11%

Other entries follow.
Molecule,GLA spleen mod,GAA spleen mod,Tau fibril FP,GAA glycogen mod,Tau fluor counter,GAA inh,HTT cytoprotect,Tau fibril ThT
COc1ccc2cc3c(N)nn(C(=O)c4cccc(F)c4)c3nc2c1,13%,-2%,-2%,9%,-16%,nt,-22%[10 µM],nt
CCOC(=O)Cc1csc(NC(=O)NC2(C(F)(F)F)Oc3ccc(Cl)cc3O2)n1 (stereo not drawn),-5%,-1%,-5%,11µM*,-10%,-1%,-22%,-16%
CCc1cccc2c(C(=O)C(F)(F)F)cn(CC(=O)N3CCOCC3)c12,-2%,5%,-5%,7%,4%,-5%,4%[10 µM],6%
CN(C)CCN=Cc1c(O)n(Cc2ccccc2)c(=O)c2ccccc12,9%,-2%,2%,-7%,-18%,-10%,-20%,-10%
Cc1sc2ncn(/N=C/c3ccco3)c(=O)c2c1C,-4%,2%,-2%,-9%,4%,nt,-10%[10 µM],3%
Cc1ccc(S(=O)(=O)N2CCOCC2)cc1NC(=O)CSc1cccc[n+]1[O-],4%,-4%,4%,3%,-3%,1%,36%[10 µM],0%
O=C(CCS(=O)(=O)c1cccc2nsnc12)NC1CCCCC1,-4%,-10%,-16%,4%,-11%,5%,-12%,?
N#C/C(=N\Nc1ccc(Br)cc1)C(=N)N1CCOCC1,-13%,-13%,11%,2%,-16%,-5%,-29%,?
CCn1cc(C(=O)N2CCN(c3cccc(Cl)c3)CC2)c(=O)c2cc(S(=O)(=O)N3CCC(C)CC3)ccc21,nt,nt,1%,-5%[76.3 µM],-17%,nt,nt,-16%
CCN(CCCNC(=O)c1nn(-c2ccc(OC)c(Cl)c2)c(=O)c2c1c1ccccc1n2C)c1ccccc1,nt,nt,-13%,14%[76.3 µM],?,nt,nt,-4%
COC(=O)c1cccc(NC(=S)NCc2ccc(F)cc2)c1,5%,-13%,-17%,-25%,-24%,-11%,nt,0%
N/C(=N\O)c1ccc([N+](=O)[O-])s1,1%,-14%,-14%,-23%,-15%,-4%,7%[10 µM],-14%
CCn1c(=O)c2c(n3c(=S)[nH]nc13)-c1ccccc1CC21CCCCC1,0%,0%,-1%,-3%,?,?,12%,?
CCN(CC)c1ccc(NC(=O)c2ccc(NC(=O)C3CCCO3)cc2)c(C)c1 (stereo not drawn),1%,-4%,7%,-6%,-7%,-10%,-9%[1.9 µM],?
Cc1cccc(Nc2nc(NC(C)C)nc(Oc3ccc(=O)n(C)n3)n2)c1,1%,1%,-2%,-1%,-4%,-4%,-21%[0.074 µM],-11%

No enrichment for hits; any-hit rate near 3.3%.
